# IL-2 act: activates IL-2 in a cell-based reporter assay; IL-2 activation reporter assay, cell-based qHTS; stimulated with anti-CD3/CD4/CD28 beads; in transgenic mouse T cells; activation, % (series mostly up to about 46 µM); actives 0.065% (n = 360,000); in the data active means activation above about 50%; inconclusive means mostly about 30% to 49%; further: 0% is about no effect
#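 EGFP and DsRed fluorescence is measured by plate cytometry in unstimulated transgenic mouse T cells exposed to compound for 60 minutes, then stimulated 18 hours at 37 degrees C with anti-CD3/anti-CD4 beads plus anti-CD28.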
# Nrf2 block: Nrf2 pathway inhibition; Potency, µM (series often up to 46 µM), for the others: at the highest dose activity change, negative = inhibition, hits mostly inhibitors; actives 2.1% (n = 360,000); A549 ARE-Fluc reporter, luciferase luminescence, 18-24 h; AID 504444; further: potency means the concentration at half of the fitted maximal effect; on the % scale 0 is the no-effect control and ±100 the full control effect; nearly all actives have a fitted effect of over 60% in size
#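 A549 ARE_Fluc cells, 5000/well, 5% FBS OPTI-MEM; compounds in dose-response, 18-24 h at 37 °C/5% CO2; CellTiter-Fluor viability read (Ex 405/Em 525), then BugLite luciferase luminescence = Nrf2 activity.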
# ATXN2 expr inh: ATXN2 expression inhibition | HEK-293 ATXN2-luciferase reporter, luminescence, 24 h | Potency, µM (doses to about 57 µM), inactives show at the top dose activity change, negative = inhibition, hits mostly inhibitors | actives 0.72% (n = 360,000) | AID 1745845; further: potency means the concentration at half of the fitted maximal effect; on the % scale 0 is the no-effect control and ±100 the full control effect; nearly all actives have a fitted effect of over 55% in size
#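 ATXN2-luciferase reporter cells (luciferase flanked by upstream and downstream ATXN2 gene portions) were treated 24 h at 37 °C with compounds at up to 57 uM. SteadyGlo luminescence gave expression; GF-AFC fluorescence gave viability.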
# Nrf2 activator: activates Nrf2 signaling; AREc32 ARE-luciferase reporter (MCF7-derived line), luminescence, 24 h; Potency, µM (titrated, usually from 46.1 µM), without a hit: at the highest dose activation, most hits filed as activators; actives 0.31% (n = 410,000); AID 624171; further: potency means the concentration at half of the fitted maximal effect; % of control where 0% means no effect; nearly all actives have a fitted effect of over 65% in size
#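 AREc32 cells carrying an ARE-driven firefly luciferase, 1000 cells/well in OPTI-MEM with 5% FBS, dosed after overnight attachment and incubated 24 hr at 37 deg C. Steady-Glo luminescence read after 30 min at RT.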
# HepG2 tox: kills HepG2 cells in TGF-b inhibitor counter-screen; HepG2 CAGA-GFP viability, ATP luminescence, 18 h; Potency, µM (highest dose often 46.1 µM), for inactives: top-dose activity change, negative = cytotoxicity, usual class: cytotoxic; actives 0.76% (n = 410,000); further: potency means the concentration at half of the fitted maximal effect; some results filed as inactive show a strong effect at the top dose
#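 CellTiter-Glo luminescence gave cytotoxicity after 18 hours at 37 degrees C. The cells were HepG2 CAGA-GFP in 1% FBS DMEM, stimulated with 500 pg/mL TGF-beta after compound addition. %Activity was normalised to no-cell wells (complete cell-killing) and DMSO (no toxicity), and curves were fitted and classified.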
# ATXN viability: viability counter-screen for ATXN expression inhibitors. S2 cells (HEK-293 line with an ATXN2-luciferase reporter) viability, CellTiter-Fluor protease fluorescence, 24 h. Potency, µM (series often up to 56.7 µM), hits mostly cytotoxic. actives 0.49% (n = 400,000). AID 651635; further: potency means the concentration at half of the fitted maximal effect; nearly all actives have a fitted effect of over 40% in size
# EPAC2 agonist: activates human EPAC2 exchange factor; Q8WZA2; EPAC2 activation, biochemical qHTS; response scale: 100% = 6.5 mM cAMP response; Potency, µM (doses to about 154 µM), without a hit: top-dose activation, hits mostly activators; actives 0.079% (n = 360,000); further: potency means the concentration at half of the fitted maximal effect; nearly all actives have a fitted effect of over 50% in size
# Target sequence (Q8WZA2 whole entry, looked up): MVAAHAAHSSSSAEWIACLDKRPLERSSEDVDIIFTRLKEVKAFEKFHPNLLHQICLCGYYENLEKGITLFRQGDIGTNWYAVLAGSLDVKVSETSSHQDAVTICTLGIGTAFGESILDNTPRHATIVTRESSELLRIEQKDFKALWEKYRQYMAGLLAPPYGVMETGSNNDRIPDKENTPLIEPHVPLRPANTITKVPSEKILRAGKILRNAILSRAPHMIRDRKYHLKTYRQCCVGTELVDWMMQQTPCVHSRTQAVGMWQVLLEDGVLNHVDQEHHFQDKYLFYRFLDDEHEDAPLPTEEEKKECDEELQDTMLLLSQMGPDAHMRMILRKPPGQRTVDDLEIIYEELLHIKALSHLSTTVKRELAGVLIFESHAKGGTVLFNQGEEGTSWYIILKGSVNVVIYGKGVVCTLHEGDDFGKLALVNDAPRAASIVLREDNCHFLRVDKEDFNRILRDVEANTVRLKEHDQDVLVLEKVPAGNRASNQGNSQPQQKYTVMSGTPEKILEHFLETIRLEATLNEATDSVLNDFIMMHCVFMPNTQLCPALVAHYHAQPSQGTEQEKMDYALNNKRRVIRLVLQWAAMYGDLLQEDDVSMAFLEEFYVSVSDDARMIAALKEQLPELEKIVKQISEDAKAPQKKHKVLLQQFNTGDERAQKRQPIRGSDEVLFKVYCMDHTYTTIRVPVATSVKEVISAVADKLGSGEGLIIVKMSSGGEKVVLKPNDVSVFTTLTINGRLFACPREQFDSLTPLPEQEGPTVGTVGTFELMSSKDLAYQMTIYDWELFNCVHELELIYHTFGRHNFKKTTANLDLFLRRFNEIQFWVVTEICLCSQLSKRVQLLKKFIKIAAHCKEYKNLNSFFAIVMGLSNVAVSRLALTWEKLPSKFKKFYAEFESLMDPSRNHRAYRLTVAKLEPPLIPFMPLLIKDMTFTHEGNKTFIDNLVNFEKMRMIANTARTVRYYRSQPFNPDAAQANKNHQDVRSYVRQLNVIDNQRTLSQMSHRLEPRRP
#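 Fluorescence exchange assay: 100 nM EPAC2 with 250 nM RAP1B-BODIPY-GDP and 50 uM GDP; compounds tested as a concentration-titration series (qHTS). Loss of Rap1-bound BODIPY-GDP fluorescence read at 480/540 nm; data normalized to 6.5 mM cAMP.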
# A549 tox: kills or reduces viability of A549 cells in Nrf2 counter-screen. A549 ARE-Fluc cells, CellTiter-Fluor viability, 18-24 h. Potency, µM (highest dose often 46 µM), for inactives: at the highest dose activity change, negative = cytotoxicity, usual class: inhibitors. actives 0.16% (n = 390,000); further: potency means the concentration at half of the fitted maximal effect; on the % scale 0 is the no-effect control and ±100 the full control effect
#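 Cytotoxicity counterscreen: CellTiter-Fluor fluorescence was measured in A549 ARE_Fluc cells after 18-24 h of compound exposure in a concentration series. The subsequent BugLite luminescent read reports ARE-luciferase activity.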
# TGFb SMAD3 inh: TGF-b pathway inhibition. actives 1.2% (n = 410,000). AID 588855. HepG2 CAGA-GFP TGF-b/SMAD3 reporter, GFP fluorescence, 18 h; TGF-beta stimulated, 500 pg/mL final. Potency, µM (series often up to 46.1 µM), for inactives: top-dose activity, negative = inhibition, actives largely listed as inhibitors; further: potency means the concentration at half of the fitted maximal effect; on the % scale 0 is the no-effect control and ±100 the full control effect; nearly all actives have a fitted effect of over 65% in size
#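 Inhibition of TGF-beta-driven CAGA-GFP reporter expression in HEPG2 cells is measured by cellular GFP fluorescence after 18 h stimulation with 500 pg/mL recombinant TGF-beta in 1% FBS medium at 37 degrees C.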
# The depositor's hits bear a star; i = inactive; ? = inconclusive; . = no result given; [ ] = remark or other dose. Unless noted, the call rests on the fitted dose curve; in most records, active means well fitted curve in the direction sought with a large enough effect; inconclusive means small, poorly fitted or top-dose-only effect, or another doubt; inactive means no such curve, though single readings can be large; an effect the other way counts as inactive or inconclusive.
1: CSc1nc(-c2ccc(C)cc2)nc(N)c1C#N
2: C/C(=N\S(=O)(=O)c1ccc(C)cc1)N1CCN(S(=O)(=O)c2ccccc2)C1
3: C[n+]1cccc2c(Br)ccc([O-])c21
4: O=C(c1cccn1-c1nnc(N2CCCC2)s1)N1CCN(c2ccc(Cl)cc2)CC1
5: COc1ccc(C(=O)N2CCCC(CNC(=O)c3ccc(F)cc3)C2)cc1OC (configuration not stated)
6: O=C(COC(=O)C1CCC1)Nc1cc(S(=O)(=O)N2CCCCC2)ccc1Cl
7: O=C(OCC(=O)N1CCCC1=O)c1cc(S(=O)(=O)N2CCOCC2)ccc1F
8: N#CCSc1nnc(COc2ccc3ccccc3c2)o1
Assay by compound	1	2	3	4	5	6	7	8
IL-2 act	-0.3	0.0	0.4	.	1.0	-1.2	-2.7	1.5
Nrf2 block	14%	7%	-4%	0%	?	8%	3%	-24%
ATXN2 expr inh	.	0%	-5%	.	-9%	-3%	5%	26%
Nrf2 activator	18%	3.1%	-0.4%	3.9%	0.1%	-0.6%	-0.8%	?
HepG2 tox	-26%	-1%	14%	-25%	-8%	-7%	1%	-60%
ATXN viability	i	i	i	.	i	i	i	i
EPAC2 agonist	1%	0%	?	.	8%	6%	3%	9%
A549 tox	20%	-5%	-13%	15%	0%	7%	0%	-5%
TGFb SMAD3 inh	?	1%	6%	?	-4%	-8%	?	24%

9: Cc1cccc(NC(=S)NC23CN4CN(CN(C4)C2)C3)c1C
10: CS(=O)(=O)N(CC(=O)NCC1CCCO1)c1ccc(Cl)c(Cl)c1 (configuration not stated)
11: CC(NS(=O)(=O)c1ccccc1)C(c1cccs1)N1CCN(C)CC1 (configuration not stated)
12: Cc1cc2nc(C(F)(F)F)cc(-c3cccs3)n2n1
13: Cn1c(=S)ccc2ccccc21
14: COC(=O)C1=C(C)N(c2ccc(Br)cc2)C(=O)/C1=C\c1ccco1
15: Cc1cnc(C(=O)Nc2nnc(C)s2)cn1
16: O=C(Cc1n[nH]c(=O)c2ccccc12)OCC(=O)c1ccc(F)c(F)c1
Assay by compound	9	10	11	12	13	14	15	16
IL-2 act	2.8	-0.8	0.9	0.1	0.2	-0.8	-1.3	-1.3
Nrf2 block	-6%	-6%	8%	9%	6%	4%	7%	-8%
ATXN2 expr inh	-7%	0%	7%	-3%	19%	-3%	4%	-4%
Nrf2 activator	0.3%	0.3%	0.1%	2.7%	5.0%	?	0.0%	0.6%
HepG2 tox	-5%	3%	7%	-11%	8%	-5%	0%	1%
ATXN viability	i	i	i	i	i	i	i	i
EPAC2 agonist	2%	5%	-1%	8%	9%	2%	-3%	-6%
A549 tox	0%	-4%	-1%	2%	-16%	0%	2%	5%
TGFb SMAD3 inh	4%	1%	-1%	1%	1%	0%	-24%	5%

# Compound profiles (already shown). Order of values: IL-2 act | Nrf2 block | ATXN2 expr inh | Nrf2 activator | HepG2 tox | ATXN viability | EPAC2 agonist | A549 tox | TGFb SMAD3 inh
# Record of Cc1cnc(C(=O)Nc2nnc(C)s2)cn1 : -1.3 | 7% | 4% | 0.0% | 0% | i | -3% | 2% | -24%
# Record of O=C(Cc1n[nH]c(=O)c2ccccc12)OCC(=O)c1ccc(F)c(F)c1 : -1.3 | -8% | -4% | 0.6% | 1% | i | -6% | 5% | 5%
# Record of Cn1c(=S)ccc2ccccc21 : 0.2 | 6% | 19% | 5.0% | 8% | i | 9% | -16% | 1%
# Record of COC(=O)C1=C(C)N(c2ccc(Br)cc2)C(=O)/C1=C\c1ccco1 : -0.8 | 4% | -3% | ? | -5% | i | 2% | 0% | 0%
# Record of CS(=O)(=O)N(CC(=O)NCC1CCCO1)c1ccc(Cl)c(Cl)c1 (configuration not stated) : -0.8 | -6% | 0% | 0.3% | 3% | i | 5% | -4% | 1%

# (next part)
17: COC(=O)c1ccc(CSc2nnc(C)s2)cc1
18: OCCC1CN(CCCc2ccccc2)CCN1Cc1ccc(F)cc1 (configuration not stated)
19: CC(C)CCSc1nc2c(c(=O)[nH]c(=O)n2C)n1CCCc1ccccc1
20: CCOC(=O)C1=C(N)Oc2cc(O)ccc2C1c1cccnc1 (configuration not stated)
21: CCOc1ccc2nc(NC(=O)c3cc([N+](=O)[O-])ccc3N3CCOCC3)sc2c1
22: C=CCn1c(SC(C)C(=O)NCCC2=CCCCC2)nc2ccccc2c1=O (configuration not stated)
23: CCN(CC)S(=O)(=O)c1ccc(-c2nnc(SCc3nnc(-c4ccc(C)cc4)o3)n2CC)cc1
24: COC(=O)CSc1nnc(SCc2ccc(OC)cc2)s1
Assay by compound	17	18	19	20	21	22	23	24
IL-2 act	-3.1	2.4	-2.5	-1.0	-2.0	0.6	-1.3	-3.9
Nrf2 block	?	6%	?	?	-24%	?	-5%	?
ATXN2 expr inh	36%[activator]	-15%	-20%	7%	.	-6%	.	?
Nrf2 activator	0.6%	0.6%	-0.5%	0.3%	-0.2%	-0.6%	0.1%	-2.2%
HepG2 tox	1%	-4%	2%	-19%	5%	10%	1%	18%
ATXN viability	i	i	i	i	i	i	.	i
EPAC2 agonist	3%	9%	-8%	-1%	-11%	8%	-9%	10%
A549 tox	-3%	1%	1%	-11%	-15%	-8%	-8%	0%
TGFb SMAD3 inh	1%	14%	-17%	-1%	1%	0%	-10%	17%

25: CCn1cc(C(=O)NC2CCCCC2C)c(=O)c2ccc(C)nc21 (configuration not stated)
26: CN(C)c1cccc(C(=O)NCC2CCCO2)c1 (configuration not stated)
27: COc1ccc(OC)c(NC(=O)c2c3c(nc4ccccc24)CCC3)c1
28: CNC(=S)N=Nc1c(O)[nH]c2ccc(C(C)C)cc12
29: O=C(CN1CCOCC1)NCc1ccccc1
30: CSc1ccccc1NC(=O)c1cc(Cl)sc1Cl
31: CC(=O)N1CCC(N(Cc2ccc(C)o2)C(=O)Nc2ccc(C)cc2)CC1
32: Cc1ccc(SCC(=O)NCc2ccncc2)cc1
Assay by compound	25	26	27	28	29	30	31	32
IL-2 act	-1.9	-0.5	-0.3	0.2	-3.5	4.4	.	-0.7
Nrf2 block	13%	29%	.	?	.	?	?	2%
ATXN2 expr inh	-9%	19%	1%	-30%	-1%	57%[activator]	13%	-12%
Nrf2 activator	0.0%	2.4%	-0.1%	0.1%	-0.5%	?	0.4%	0.3%
HepG2 tox	1%	6%	-10%	-7%	-1%	-28%	2%	-3%
ATXN viability	i	i	i	i	i	i	i	i
EPAC2 agonist	-6%	2%	3%	0%	1%	10%	.	1%
A549 tox	-1%	0%	-19%	-19%	-3%	-1%	-3%	14%
TGFb SMAD3 inh	6%	-3%	6%	-19%	-6%	-6%	0%	-2%

33: CCOc1ccccc1NC(=S)N1CCN(c2nc(-c3ccc(F)cc3)cs2)CC1
34: O=C(COC(=O)c1cc([N+](=O)[O-])ccc1NCCO)Nc1cccc(S(=O)(=O)N2CCCC2)c1
35: Nc1ncnc(N)c1NC(=O)c1ccc(OCc2ccccc2)cc1
36: Cc1cccc(N2CCN(CC(=O)NCC3CCCCC3)CC2)c1C
37: Cc1c(C(=O)NCc2ccccc2C(F)(F)F)sc(=O)n1Cc1ccc(S(=O)(=O)N(C)C)cc1
38: CCCCCCCCCCCC(=O)NC(C(=O)O)C(O)c1ccccc1 (configuration not stated)
39: COc1ccc(S(=O)(=O)NCC(c2cccnc2)N2CCN(Cc3ccccc3)CC2)cc1C (configuration not stated)
40: O=[N+]([O-])c1cc(C(F)(F)F)ccc1N1CCC(O)CC1
41: Cc1ccc(S(=O)(=O)N2CCCCC2)cc1C(=O)N1CCCC1
Assay by compound	33	34	35	36	37	38	39	40	41
IL-2 act	2.3	-6.0	-2.8	-0.5	-1.0	-1.6	0.2	0.5	-1.5
Nrf2 block	-12%	-21%	.	-22%	.	?	9%	-6%	-6%
ATXN2 expr inh	-32%	-24%	.	-20%	-18%	-21%	-13%	-9%	5%
Nrf2 activator	1.3%	0.3%	-0.1%	0.3%	5.3%	-0.1%	0.2%	4.2%	0.1%
HepG2 tox	-14%	-5%	12%	-38%	0%	-31%	-21%	-2%	5%
ATXN viability	i	i	i	i	i	i	i	i	i
EPAC2 agonist	10%	-5%	16%	10%	10%	-12%	3%	4%	2%
A549 tox	-1%	-17%	.	8%	.	-6%	1%	-11%	-11%
TGFb SMAD3 inh	-20%	-4%	6%	10µM*	?	-15%	-23%	-13%	-3%

# Retrieved by compound from the entries so far, 2 records:
37: Cc1c(C(=O)NCc2ccccc2C(F)(F)F)sc(=O)n1Cc1ccc(S(=O)(=O)N(C)C)cc1
41: Cc1ccc(S(=O)(=O)N2CCCCC2)cc1C(=O)N1CCCC1
Assay by compound	37	41
IL-2 act	-1.0	-1.5
Nrf2 block	.	-6%
ATXN2 expr inh	-18%	5%
Nrf2 activator	5.3%	0.1%
HepG2 tox	0%	5%
ATXN viability	i	i
EPAC2 agonist	10%	2%
A549 tox	.	-11%
TGFb SMAD3 inh	?	-3%

# Assay outcomes as filed in PubChem.
